FEN1 inhibitor = qHTS Assay for the Inhibitors of Human Flap endonuclease 1 (FEN1) | Recombinant FEN1 flap cleavage, fluorescence, 15 min | AID 588795, 2011 | hit rate 0.35% among 390,000 | Potency, µM (doses to about 114 µM), inactives show at the top dose activity change, negative = inhibition, most hits filed as inhibitors | P39748; also: nearly all actives have a fitted effect of over 65% in size
Target sequence (P39748 whole entry, looked up): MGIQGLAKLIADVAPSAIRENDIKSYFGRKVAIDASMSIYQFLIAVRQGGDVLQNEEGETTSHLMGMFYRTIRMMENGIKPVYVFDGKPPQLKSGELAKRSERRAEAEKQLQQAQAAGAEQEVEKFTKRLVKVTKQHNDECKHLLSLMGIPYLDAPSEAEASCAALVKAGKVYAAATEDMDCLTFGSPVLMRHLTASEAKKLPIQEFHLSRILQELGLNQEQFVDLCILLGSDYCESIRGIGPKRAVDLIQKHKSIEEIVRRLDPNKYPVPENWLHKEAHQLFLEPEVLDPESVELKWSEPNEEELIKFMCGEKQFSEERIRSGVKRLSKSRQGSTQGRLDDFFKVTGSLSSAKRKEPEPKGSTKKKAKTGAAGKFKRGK
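Compounds are tested as a concentration series against 10 nM FEN1; after a 15 min room-temperature preincubation, 50 nM substrate starts cleavage, with plate reads at 0 and 15 min. Normalized responses are fitted by a Hill equation.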
TDP1 cell CPT = qHTS for Inhibitors of human tyrosyl-DNA phosphodiesterase 1 (TDP1): qHTS in cells in presence of CPT; chicken DT40 Tdp1-/-;hTDP1 cells + 20 nM CPT, ATP luminescence, 48 h; Potency, µM (highest dose often 46.2 µM), for inactives: at the highest dose activity change, negative = growth inhibition, most hits filed as inhibitors; hit rate 12% among 420,000; AID 686979, 2013; also: nearly all actives have a fitted effect of over 55% in size
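Chicken DT40 Tdp1-/- cells stably complemented with human TDP1 were seeded at 400 cells/well in medium containing 20 nM camptothecin, exposed to pin-transferred compounds, and grown at 37 °C for at least 48 hr. Viability was read as ATP luminescence.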
N370S GC mod = qHTS Assay for Inhibitors and Activators of N370S glucocerebrosidase as a Potential Chaperone Treatment of Gaucher Disease; Lysosomal acid glucosylceramidase (Homo sapiens), P04062; N370S GC spleen homogenate, 4MU-glucoside fluorescence; Potency, µM (highest dose often 59.4 µM), for inactives: at the top dose activity change, negative = inhibition, actives largely listed as inhibitors; hit rate 0.092% among 330,000; AID 2101, 2009;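 also: 0% = full enzyme activity and -100% = no enzyme basal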
Active calls of the source: *; ? = inconclusive; . = no result given; & = joins results of further samples. Calls follow the shape of the dose curve; as a rule, active = well fitted curve in the direction sought with a large enough effect; inconclusive = small, poorly fitted or top-dose-only effect, or another doubt; inactive = no such curve, though single readings can be large; an effect the other way counts as inactive or inconclusive. Unless noted, % is scaled to controls: 0 for no effect and ±100 for the full control effect; potency is read from the fitted curve at half-maximal effect.

SMILES	FEN1 inhibitor	TDP1 cell CPT	N370S GC mod
COc1cccc(/C=N/NC(=O)c2cc3c(OC)cccc3[nH]2)c1OC	?	-19%	-3%
Cc1cc(NC(=O)COC(=O)c2c(Cl)cccc2Cl)no1	10%	-1%	.
O=[N+]([O-])c1ccc(COc2cccc3cccnc23)cc1	0%	11%	3%
O=C(Cc1cccc2ccccc12)NO	-2%	-2%	.
O=C(NNc1nc2ccccc2s1)c1ccc(F)cc1	-2%	11%	-3%
O=C(CCc1nnc2n(Cc3ccccc3)c(=O)c3ccccc3n12)NCCCN1CCCCC1	-3%	-15%	-2%
COCCn1c(SCc2nc3cc(OC)c(OC)cc3c(=O)[nH]2)nnc1-c1ccncc1	1%	-24%	1%
COc1cc(C)ccc1OCCSc1nnc(-c2ccc(C)cc2)o1	-1%	?	.
CN(C)S(=O)(=O)c1cccc(C(=O)NC(=S)N(CCC#N)Cc2cccnc2)c1	-1%	-1%	6%
CCOc1ccc(S(=O)(=O)N2CCCCC2)cc1NC(=O)c1c(CC)noc1C	-4%	-23%	5%
COc1ccc(N(Cc2cccs2)C(=O)COc2cccc(Cl)c2)cc1	-12%	?	.
CCCCCNCC(=O)Nc1cc(C(F)(F)F)ccc1OCCOC	-9%	?	-4%
COc1cc(NC(=O)Cn2nc(C(F)(F)F)c3c2CCC3)cc(OC)c1OC	3%	?	.
O=C(CN1CCOCC1)NNc1c2ccccc2nc2ccccc12	-24%	9%	7%
O=c1ccnc(SCCc2ccc([N+](=O)[O-])cc2)[nH]1	14%	-17%	.
CCOC(=S)SCC(=O)Nc1nccs1	1%	21µM*	13%
COc1ccccc1NC(=O)C1CCCN(S(=O)(=O)c2ccc(-n3cnnn3)cc2)C1 (stereo unspecified)	0%	2%	-12%
CCOc1ccc(NC(=O)C2CCCN(c3cnccn3)C2)cc1 (stereo unspecified)	5%&16%	7%&-15%	2%
Cc1cc(S(=O)(=O)NC2CCCC2)ccc1-n1cnnn1	-2%	-15%	-5%
Cc1c(C)c2c(OCC(=O)Nc3ccc(CCO)cc3)cc3c(c2oc1=O)CCC(C)(C)O3	-4%	?	2%
CC(C)(C)OC(=O)N1CCC(c2c(C(=O)N3CCCCC3)cnn2-c2cccc(F)c2)CC1	12%	4%	.
CN(C)S(=O)(=O)c1cccc(NC(=O)CCCc2nc3ccccc3c(=O)[nH]2)c1	-4%	-3%	2%
COc1cc(CN2CCCCCC2)c([N+](=O)[O-])cc1OC	-5%	3%	-1%
Cc1ccc(Cn2c(C3CCCN3c3nc(C)cs3)nc3cc(C(F)(F)F)ccc32)cc1 (stereo unspecified)	0%	?	?
CN1CCN(c2ccnc(-c3ccc(N(C)C)cc3)n2)CC1	.	23µM*	8%

The last 2 entries of the part above come first, to join the parts.
SMILES	FEN1 inhibitor	TDP1 cell CPT	N370S GC mod
Cc1ccc(Cn2c(C3CCCN3c3nc(C)cs3)nc3cc(C(F)(F)F)ccc32)cc1 (stereo unspecified)	0%	?	?
CN1CCN(c2ccnc(-c3ccc(N(C)C)cc3)n2)CC1	.	23µM*	8%
Cc1c(C=Nc2ccc(S(=O)(=O)N(C)C)cc2)c(O)[nH]c(=O)c1C#N	-3%	22%	.
Cc1cc(C)c2c3c(sc2n1)C(=O)N(C)CC(=O)N3	6%	4%	2%
CCOC(=O)c1c(NC(=O)CC(C)C)sc(C(C)=O)c1C	-18%	-19%	22%
S=c1[nH]nc(-c2ccco2)n1/N=C/c1ccc(Cl)c(Cl)c1	-3%	6%	9%
O=[N+]([O-])c1ccc(OCCCCN2CCc3ccccc3C2)cc1	-12%	-13%	-7%
Cc1ccc(C(=O)COC(=O)CNC(=O)c2ccco2)cc1	6%	-13%	-8%
CC(NC(=O)CSc1nnnn1C1CC1)c1ccccc1Br (stereo unspecified)	-6%	-9%	.
Cc1cc(NC(=O)CN(C)C)c([N+](=O)[O-])cc1C	3%	-4%	-5%
CN(Cc1ccccc1F)Cc1cc(=O)oc2cc(O)c(Cl)cc12	-5%	15µM*	?
O=[N+]([O-])c1cccc(C=NN=C2c3ccccc3-c3ccccc32)c1	-4%	-16%	.
O=C(NCCc1csc(-c2cccc(F)c2)n1)c1ccco1	16%&-4%	?	10%
Cc1ccc(C)c(NC(=O)CN(C)C(=O)c2cc(-c3cccs3)nn2-c2ccccc2)c1	2%	-19%	2%
O=C(COc1ccccc1/C=C1\SC(=O)NC1=O)Nc1ccccc1	-10%	?	15%
CCOC(=O)C1CCCN(Cc2ccc(OCc3ccccc3)cc2)C1 (stereo unspecified)	-1%	?	-9%
CCOc1ccc(S(=O)(=O)N2CCN(C(=O)c3ccc(Cl)c(S(=O)(=O)N4CCOCC4)c3)CC2)cc1	-9%	?	.
COCCn1c(SCC(=O)Nc2cc(C)on2)nc2c(c1=O)SCC2	-7%	7%	-7%
CCOC(=O)c1cccc(NC(=O)CCC(=O)N2CC(C)Oc3ccc(C)cc32)c1 (stereo unspecified)	-12%	23µM*	.
COc1ccc(/C=C(\C#N)C(=O)N2CCOCC2)cc1Br	2%	3%	9%
Cc1cc(C)nc(NC2=NCC(=O)N2c2ccc3c(c2)OCCO3)n1	9%	-6%	-2%
CCCCSCCCNC(=O)CN1C(=O)COc2ccc(S(=O)(=O)N3CCCC3)cc21	10%	?	.
Nc1ccc(CCC(=O)N2CCCC2)cc1	17%	-23%	0%
Cc1ccc(Nc2cnn(C34CC5CC(CC(CC(=O)O)(C5)C3)C4)c(=O)c2Cl)cc1	-1%	0%	4%
CCN1C(=O)[C@H]2[C@H]3CN=C(SCc4ccc(C(=O)OC)cc4)N3[C@@](C)(C(=O)OC)[C@H]2C1=O	7%	?	.
CC12CCC(C(=O)N3CCCCCC3)(OC1=O)C2(C)C (stereo unspecified)	9%	-4%	4%
COc1cccc(NC(=O)CCc2c(C)nc3c4cccnc4nn3c2C)c1	4%	?	.

Full records from above. Values in the order: FEN1 inhibitor | TDP1 cell CPT | N370S GC mod
Results for `O=C(Cc1cccc2ccccc12)NO` : -2% | -2% | .
Results for `O=[N+]([O-])c1ccc(COc2cccc3cccnc23)cc1` : 0% | 11% | 3%

Later entries
SMILES	FEN1 inhibitor	TDP1 cell CPT	N370S GC mod
CCN(CC)CCCN(C(=O)c1cccc(C)c1)c1nc(-c2ccc(OC)cc2)cs1	-9%	-59%	-25%
CCN1CCc2c(sc(NC(=O)c3ccc(S(=O)(=O)N(CC)c4ccccc4)cc3)c2C(N)=O)C1	?	?	-6%
O=C(O)c1cccc(-c2nc3ccccc3[nH]2)c1	-2%	-5%	-4%
COc1cccc2c(=O)c(C(=O)NCc3cccs3)c[nH]c12	0%	-13%	5%
CC(=O)Nc1ccc(N=NC2C(=O)N(C(N)=S)N=C2C)cc1 (stereo unspecified)	-15%	5%	-12%
CCCNC(=O)CCn1nc(-c2ccc(Cl)cc2)c2ccccc2c1=O	6%	-5%	-2%
Nn1c(SCC(=O)NCCc2ccc(S(N)(=O)=O)cc2)nnc1C1CCCCC1	25%	12%	.
O=C(CSc1nnc(-c2ccc(O)cc2)n1Cc1ccco1)N1CCc2ccccc2C1	-12%	-20%	8%
CC(NC(=O)c1cccc(OC2CCN(C3CCN(C)CC3)CC2)c1)c1ccccc1 (stereo unspecified)	12%	?	-2%
Cc1ccccc1OCCCCCCN1CCNCC1	0%	23µM*	.
CC(C)NC(=O)c1ccc2c(=O)n(Cc3ccco3)c(=S)[nH]c2c1	0%	4%	-8%
COc1ccccc1C(=O)NCCC(=O)NCC1CCCO1 (stereo unspecified)	-9%	6%	.
COc1cc(OC)c(S(=O)(=O)Nc2ccccc2N2CCOCC2)cc1NC(C)=O	2%	-2%	24%
COc1ccc(CNc2cc(-c3cccc(C#N)c3)ncn2)c(OC)c1	.	?	7%
CCCCNC(=O)C1CCN(S(=O)(=O)c2ccc3c(c2)CC(C)N3C(=O)C2CC2)CC1 (stereo unspecified)	2%	?	-3%
COc1ccccc1C(=O)NC(CCSC)C(=O)NCC(c1cccs1)N1CCOCC1 (stereo unspecified)	2%	-22%	-3%
COc1cc(C#Cc2c(-c3cncn3C)n(C)c3ccc(-c4ccc(OC)c(OC)c4)cc23)cc(OC)c1	-12%	?	.
O=C(COc1ncnc2c(Cl)cc(Cl)cc12)Nc1cc([N+](=O)[O-])ccc1Cl	-1%	-1%	2%
Cc1ccccc1CSc1ncc(Cl)c(C(=O)NCc2ccccc2)n1	-7%	-28%	.
O=C(O)COCc1nc2ccccc2s1	-2%	-8%	1%
Cc1nc2c(C(=O)NCCC(C)C)c[nH]n2c(=O)c1Cc1ccccc1F	-18%	?	2%
COc1cc(/C=C(\C#N)C(N)=O)ccc1OCc1c(C)no[n+]1[O-]	13%	4%	9%
CCOC(=O)[C@H]1[C@H]2COc3ccc(C)cc3[C@@H]2N2C(=O)CN(Cc3ccccc3)C(=O)[C@@]12C	4%	?	.
O=C1CCCc2oc3ccc(NS(=O)(=O)c4cccc5cccnc45)cc3c21	-7%	?	?
O=C1Nc2c(Br)cc(Br)c3cccc1c23	12%	-18%	1%

(further entries)
SMILES	FEN1 inhibitor	TDP1 cell CPT	N370S GC mod
Cc1cc(Cl)c2oc(C(=O)N(C)C3CCOC3)c(C)c2c1 (stereo unspecified)	-9%	?	-1%
COc1cccc(NCc2ccc([N+](=O)[O-])s2)c1	-1%	-4%	-12%
c1cnc(-c2nnc3n2CCCCC3)cn1	8%	3%	-2%
Cc1ccc(N2CCN(CCCN3C(=O)C4CCCN4C3=O)CC2)cc1 (stereo unspecified)	11%	-25%	0%
Cc1c(CC(=O)NCC(=O)O)c(=O)oc2cc3oc4c(c3cc12)CCCC4	-1%	-1%	?
CCOc1ccc(N(C(=O)c2cnccn2)C(C(=O)NC2CCCCC2)c2ccc(O)cc2)cc1 (stereo unspecified)	11%	18%	-5%
O=C(NCc1ccccn1)c1c(O)c2cccc3c2n(c1=O)CC3	7%	-8%	-1%
CCCn1c(SCC(=O)Nc2cccc(F)c2)nc(O)cc1=O	-1%	2%	.
CCOC(=O)C1CCN(C(=O)C2CCN(S(=O)(=O)c3ccc4ccccc4c3)CC2)CC1	25%	?	-2%
Cc1ccccc1-c1noc(-c2nnn(-c3ccccc3C)c2N)n1	7%	11%	.
CC1CCC(NC(=O)c2ccc3c(c2)N(Cc2cccc(F)c2)C(=O)c2ccccc2S3)CC1 (stereo unspecified)	-6%	-20%	.
O=c1c2sc3nc(N4CCOCC4)c4c(c3c2nnn1Cc1ccccc1)CCCC4	9%	8.2µM*	5%
CCOC(=O)/C=c1\s/c(=C\c2ccc(C)cc2)c(=O)n1CC(=O)NCc1ccco1	1%	16µM*	1%
COc1ccc(Cc2nnc(SCC(=O)Nc3cc(Cl)ccc3OC)[nH]c2=O)cc1	-11%	?	-4%
CCOC(CNC(=O)C1CCN(S(=O)(=O)c2ccc3nc4c(c(C(=O)O)c3c2)CC(C)CC4)CC1)OCC (stereo unspecified)	17%	5%	-3%
COc1ccc(-c2nnc(SCC#CCO)o2)cc1OC	-13%	-1%	2%
Cc1ccc(S(=O)(=O)c2nc(-c3ccccc3Cl)oc2NCCCN2CCOCC2)cc1	-18%	?	2%
COc1ccc(C)cc1S(=O)(=O)N(CC(=O)N1CCOCC1)Cc1ccccc1	-6%	-9%	-1%
CCOC(=O)C1(Cc2cccc(F)c2)CCN(CC(O)CO)CC1 (stereo unspecified)	0%	-5%	-8%
CCOC(=O)CSc1nnc(CNC(=O)c2ccc(OC)cc2OC)n1C	-9%	1%	4%
O=C1CC2c3ccccc3C1C1C(=O)N(CCO)C(=O)C21 (stereo unspecified)	16%	-10%	0%
CC1C(=O)N2CCCc3cc(NS(=O)(=O)c4ccc([N+](=O)[O-])cc4)cc1c32 (stereo unspecified)	-2%	-15%	-1%
CCOc1ccc(OCCSc2nc(N)cc(=O)[nH]2)cc1	-17%	?	-2%
CCc1nc(SCC(=O)c2ccc(Cl)s2)c2oc3ccccc3c2n1	-15%	-26%	10%
CCN(C(=O)Nc1cccc(Cl)c1)c1ccccc1	-6%	-8%	-2%
COc1ccc(C(=O)C2CCCN(C(=O)C3CCOCC3)C2)cc1OC (stereo unspecified)	-3%	-11%	9%
O=C(O)c1cccc(OCCN2CCCC2=O)c1	7%	2%	-11%
Cn1nc(C(=O)OCC(=O)Nc2cccc(S(=O)(=O)N3CCCC3)c2)c2ccccc2c1=O	-14%	-28%	-8%

Some of the entries so far, field by field:
CCOC(=O)C1(Cc2cccc(F)c2)CCN(CC(O)CO)CC1 (stereo unspecified)
  FEN1 inhibitor = 0% | TDP1 cell CPT = -5% | N370S GC mod = -8%

CCOC(=O)C1CCN(C(=O)C2CCN(S(=O)(=O)c3ccc4ccccc4c3)CC2)CC1
  FEN1 inhibitor = 25% | TDP1 cell CPT = ? | N370S GC mod = -2%

CCOC(=O)/C=c1\s/c(=C\c2ccc(C)cc2)c(=O)n1CC(=O)NCc1ccco1
  FEN1 inhibitor = 1% | TDP1 cell CPT = 16µM* | N370S GC mod = 1%

An excerpt. The share of hits here may be higher or lower than overall.
